Source: PubChem BioAssay
TcdB GH inh: blocks C. difficile toxin B glycohydrolase activity. inhibition, % at 9.99 µM. 0.24% of 350,000 active. TcdB glycohydrolase enzymatic assay, plate reader. AID 652162. P18177; in the data active = inhibition above about 10%
Target sequence (P18177 whole entry, looked up): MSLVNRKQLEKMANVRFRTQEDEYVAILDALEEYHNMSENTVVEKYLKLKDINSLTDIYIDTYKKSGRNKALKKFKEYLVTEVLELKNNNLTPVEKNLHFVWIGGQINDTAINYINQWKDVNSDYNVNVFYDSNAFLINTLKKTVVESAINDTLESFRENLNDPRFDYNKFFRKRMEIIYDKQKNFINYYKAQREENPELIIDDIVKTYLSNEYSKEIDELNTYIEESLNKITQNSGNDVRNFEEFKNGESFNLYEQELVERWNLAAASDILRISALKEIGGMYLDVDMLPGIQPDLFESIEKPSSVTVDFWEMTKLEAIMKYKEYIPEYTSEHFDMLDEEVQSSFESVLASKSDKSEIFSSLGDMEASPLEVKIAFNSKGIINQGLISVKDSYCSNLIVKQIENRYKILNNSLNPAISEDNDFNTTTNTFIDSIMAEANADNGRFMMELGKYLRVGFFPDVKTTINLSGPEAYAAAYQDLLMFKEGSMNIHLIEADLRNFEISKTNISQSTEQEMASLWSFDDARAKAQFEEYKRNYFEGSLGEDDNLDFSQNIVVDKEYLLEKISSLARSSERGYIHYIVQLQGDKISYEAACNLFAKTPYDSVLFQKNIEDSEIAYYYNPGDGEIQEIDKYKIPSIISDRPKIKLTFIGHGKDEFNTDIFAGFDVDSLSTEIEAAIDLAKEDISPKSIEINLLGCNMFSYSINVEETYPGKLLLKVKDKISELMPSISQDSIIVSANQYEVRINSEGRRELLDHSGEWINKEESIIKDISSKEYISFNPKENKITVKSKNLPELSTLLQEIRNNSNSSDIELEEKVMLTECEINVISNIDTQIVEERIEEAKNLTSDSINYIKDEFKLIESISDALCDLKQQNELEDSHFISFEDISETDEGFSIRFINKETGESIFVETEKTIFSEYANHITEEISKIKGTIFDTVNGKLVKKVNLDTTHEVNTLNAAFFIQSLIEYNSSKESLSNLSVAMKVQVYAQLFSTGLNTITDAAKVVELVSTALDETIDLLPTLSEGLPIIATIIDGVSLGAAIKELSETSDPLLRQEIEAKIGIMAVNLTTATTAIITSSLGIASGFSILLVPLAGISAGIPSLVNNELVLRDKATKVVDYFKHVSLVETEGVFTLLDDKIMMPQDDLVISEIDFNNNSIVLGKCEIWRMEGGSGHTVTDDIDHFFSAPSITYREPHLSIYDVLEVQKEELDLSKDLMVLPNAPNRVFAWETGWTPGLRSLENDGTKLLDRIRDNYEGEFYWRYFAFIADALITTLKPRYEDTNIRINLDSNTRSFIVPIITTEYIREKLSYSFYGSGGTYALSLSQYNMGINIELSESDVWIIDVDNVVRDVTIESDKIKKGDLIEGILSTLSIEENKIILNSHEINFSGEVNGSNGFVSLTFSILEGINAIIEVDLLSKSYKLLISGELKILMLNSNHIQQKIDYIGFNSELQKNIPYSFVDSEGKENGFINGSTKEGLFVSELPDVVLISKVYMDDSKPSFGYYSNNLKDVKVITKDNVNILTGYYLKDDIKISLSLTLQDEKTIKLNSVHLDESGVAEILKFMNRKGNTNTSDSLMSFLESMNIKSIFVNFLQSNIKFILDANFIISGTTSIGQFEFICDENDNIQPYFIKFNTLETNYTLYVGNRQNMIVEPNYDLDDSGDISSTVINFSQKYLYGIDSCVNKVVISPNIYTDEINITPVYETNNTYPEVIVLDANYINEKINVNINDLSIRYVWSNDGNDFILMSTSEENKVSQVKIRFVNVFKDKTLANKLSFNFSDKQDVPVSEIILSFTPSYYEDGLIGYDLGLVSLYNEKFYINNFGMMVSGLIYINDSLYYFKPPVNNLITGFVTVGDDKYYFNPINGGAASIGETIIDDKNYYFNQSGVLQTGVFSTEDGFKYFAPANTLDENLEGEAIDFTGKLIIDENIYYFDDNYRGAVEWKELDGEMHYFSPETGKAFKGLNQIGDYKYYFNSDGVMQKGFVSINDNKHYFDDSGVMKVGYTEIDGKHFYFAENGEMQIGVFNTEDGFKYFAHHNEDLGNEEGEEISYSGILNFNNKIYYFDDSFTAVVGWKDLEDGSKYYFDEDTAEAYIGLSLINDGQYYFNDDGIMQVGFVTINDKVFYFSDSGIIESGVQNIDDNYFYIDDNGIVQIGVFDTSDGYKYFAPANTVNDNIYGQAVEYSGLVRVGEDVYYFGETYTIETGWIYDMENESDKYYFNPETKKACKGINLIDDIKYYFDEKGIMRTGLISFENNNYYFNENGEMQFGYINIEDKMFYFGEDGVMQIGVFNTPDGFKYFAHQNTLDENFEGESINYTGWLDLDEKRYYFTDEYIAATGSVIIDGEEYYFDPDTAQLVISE
Starred values were filed as active, the others as inactive. The list is partial; the hit share may differ from the screen's.

SMILES	TcdB GH inh
COc1ccc(NC(=O)Nc2ccc3c(c2)C(=O)N([C@H](C)CO)C[C@H](C)[C@@H](CN(C)C(=O)Cc2ccccc2)OCCCC[C@H](C)O3)cc1	0.8
COc1cccc(NC(=O)N[C@@H]2C=C[C@@H](CC(=O)N3CCN(C)CC3)O[C@@H]2CO)c1	0.1
O=C(Nc1cc(F)ccc1F)N[C@H]1C=C[C@H](CC(=O)N2CCc3ccccc3C2)O[C@H]1CO	-0.9
COc1ccc(CN(C)C[C@H]2OCCCC[C@@H](C)Oc3ccc(NC(=O)Nc4cccc5ccccc45)cc3C(=O)N([C@@H](C)CO)C[C@@H]2C)cc1	0.1
C[C@H]1CCCCO[C@@H](CN(C)Cc2ccc(C(=O)O)cc2)[C@@H](C)CN([C@@H](C)CO)C(=O)c2cc(NC(=O)Nc3ccc(C(F)(F)F)cc3)ccc2O1	0.7
C[C@@H]1CN([C@H](C)CO)S(=O)(=O)c2ccc(-c3cncnc3)cc2O[C@@H]1CN(C)Cc1ccncc1	-0.7
Cc1ccccc1-c1ccccc1[C@H]1[C@@H](CO)N(C(=O)c2ccccc2)[C@H]1C#N	0.1
C[C@@H]1CCCCO[C@H](CN(C)Cc2ccc(Cl)c(Cl)c2)[C@@H](C)CN([C@@H](C)CO)C(=O)c2cc(NC(=O)Nc3ccc(F)cc3)ccc2O1	-0.6
CC(C)C#Cc1ccc2c(c1)O[C@@H](CN(C)Cc1ccccn1)[C@@H](C)CN([C@H](C)CO)S2(=O)=O	0.2
C[C@H](CO)N1C[C@H](C)[C@H](CN(C)CC2CCCCC2)Oc2c(NC(=O)NC3CCCCC3)cccc2C1=O	1.1
CCC(=O)N1CCCCN2[C@@H](CO)[C@@H](c3ccc(C#Cc4ccccc4F)cc3)[C@@H]2C1	-1.7
Cc1noc(C)c1S(=O)(=O)N(C)C[C@@H]1Oc2ccc(NS(=O)(=O)c3cn(C)cn3)cc2CC(=O)N([C@H](C)CO)C[C@H]1C	-0.3
CC(C)NC(=O)N(C)C[C@@H]1Oc2c(NS(=O)(=O)c3ccc(F)cc3)cccc2C(=O)N([C@@H](C)CO)C[C@@H]1C	0.2
CCC(=O)N[C@H]1CC[C@@H](CC(=O)OC)O[C@@H]1CO	-0.7
Cc1noc(C)c1NC(=O)N(C)C[C@H]1OCCCC[C@@H](C)Oc2ccc(NC(=O)Cc3ccccc3)cc2C(=O)N([C@@H](C)CO)C[C@H]1C	0.0
O=C(Nc1cc(F)ccc1F)N1CC(=O)N2[C@H](CO)[C@H](c3ccc(-c4cccnc4)cc3)[C@H]2C1	-0.4
COc1ccc(S(=O)(=O)Nc2ccc3c(c2)C(=O)N([C@H](C)CO)C[C@H](C)[C@@H](CN(C)C(=O)Cc2ccccc2)OCCCC[C@H](C)O3)cc1	1.0
C[C@@H]1CN([C@H](C)CO)C(=O)Cc2cc(NS(=O)(=O)c3cn(C)cn3)ccc2O[C@H]1CN(C)CC1CCCCC1	1.2
CC(C)NC(=O)Nc1cccc2c1O[C@@H](CN(C)Cc1ccc(C(F)(F)F)cc1)[C@@H](C)CN([C@H](C)CO)C2=O	0.6
C[C@H](CO)N1C[C@H](C)[C@H](CN(C)Cc2ccccc2C(F)(F)F)OCc2cnnn2CCCC1=O	0.7
COc1ccccc1NC(=O)N(C)C[C@@H]1Oc2ncc(C#CCN(C)C)cc2C(=O)N([C@@H](C)CO)C[C@@H]1C	0.3
Cc1ccc(S(=O)(=O)N(C)C[C@@H]2Oc3ccc(NC(=O)NC4CCCCC4)cc3C(=O)N([C@H](C)CO)C[C@H]2C)cc1	1.1
C[C@@H]1CCCCO[C@H](CN(C)Cc2ccc(Cl)c(Cl)c2)[C@@H](C)CN([C@H](C)CO)C(=O)c2cc(NC(=O)Cc3ccccc3)ccc2O1	-0.3
CNC[C@H]1Oc2ccc(NC(=O)C3CC3)cc2CC(=O)N([C@H](C)CO)C[C@H]1C	0.1
C[C@H]1CCCCO[C@H](CN(C)CC2CC2)[C@@H](C)CN([C@@H](C)CO)C(=O)c2cc(NC(=O)C3CCCCC3)ccc2O1	-1.8

Brought forward from above: seven compounds, then new ones.
SMILES	TcdB GH inh
CC(C)NC(=O)Nc1cccc2c1O[C@@H](CN(C)Cc1ccc(C(F)(F)F)cc1)[C@@H](C)CN([C@H](C)CO)C2=O	0.6
C[C@H](CO)N1C[C@H](C)[C@H](CN(C)Cc2ccccc2C(F)(F)F)OCc2cnnn2CCCC1=O	0.7
COc1ccccc1NC(=O)N(C)C[C@@H]1Oc2ncc(C#CCN(C)C)cc2C(=O)N([C@@H](C)CO)C[C@@H]1C	0.3
Cc1ccc(S(=O)(=O)N(C)C[C@@H]2Oc3ccc(NC(=O)NC4CCCCC4)cc3C(=O)N([C@H](C)CO)C[C@H]2C)cc1	1.1
C[C@@H]1CCCCO[C@H](CN(C)Cc2ccc(Cl)c(Cl)c2)[C@@H](C)CN([C@H](C)CO)C(=O)c2cc(NC(=O)Cc3ccccc3)ccc2O1	-0.3
CNC[C@H]1Oc2ccc(NC(=O)C3CC3)cc2CC(=O)N([C@H](C)CO)C[C@H]1C	0.1
C[C@H]1CCCCO[C@H](CN(C)CC2CC2)[C@@H](C)CN([C@@H](C)CO)C(=O)c2cc(NC(=O)C3CCCCC3)ccc2O1	-1.8
COc1ccc(NC(=O)N2CCCCN3[C@@H](CO)[C@@H](c4ccc(C#Cc5ccccn5)cc4)[C@@H]3C2)cc1	2.0
CCc1cnc(N2[C@H](C#N)[C@@H](c3ccc(C#Cc4ccccc4F)cc3)[C@H]2CO)s1	-10
COc1ccc2c3c([nH]c2c1)[C@@H](CO)N(S(C)(=O)=O)CC31CN(CC2CCOCC2)C1	-1.2
COc1ccc(-c2cnc3c(c2)C(=O)N([C@@H](C)CO)C[C@H](C)[C@@H](CN(C)C(=O)Cc2ccccc2)O3)cc1	0.5
CCCNC(=O)Nc1ccc2c(c1)OC[C@H](C)N(Cc1cncnc1)C[C@@H](C)[C@H](OC)CN(C)C2=O	-1.3
C[C@@H]1CCCCO[C@@H](CN(C)Cc2ccc(C(=O)O)cc2)[C@H](C)CN([C@@H](C)CO)C(=O)c2cc(NC(=O)C3CCCCC3)ccc2O1	-0.1
COc1ccc(NC(=O)Nc2ccc3c(c2)C(=O)N([C@H](C)CO)C[C@H](C)[C@H](CN(C)C(=O)NC(C)C)O3)cc1	-0.7
COc1ccc(CN(C)C[C@H]2OCCCC[C@@H](C)Oc3ccc(NC(=O)C4CCCCC4)cc3C(=O)N([C@H](C)CO)C[C@H]2C)cc1	-2.2
COc1ccccc1CNC(=O)C[C@@H]1C[C@H]2c3cc(NC(=O)Nc4ccccc4F)ccc3O[C@H]2[C@H](CO)O1	-0.1
COc1ccc(S(=O)(=O)N(C)C[C@@H]2OCCCC[C@H](C)Oc3ccc(NC(=O)Cc4ccccc4)cc3C(=O)N([C@H](C)CO)C[C@@H]2C)cc1	0.1
C[C@@H]1CCCCO[C@H](CN(C)S(=O)(=O)c2cccs2)[C@@H](C)CN([C@@H](C)CO)C(=O)c2cc(NC(=O)CCC(F)(F)F)ccc2O1	0.5
C[C@H](CO)N1C[C@H](C)[C@H](CN(C)C(=O)Nc2ccc(F)cc2)Oc2ncc(-c3cccc(F)c3)cc2C1=O	1.5
CCCC#Cc1ccc([C@H]2[C@@H](CO)N3CCCCN(CC4CC4)C[C@@H]23)cc1	0.0
CCC(=O)Nc1ccc2c(c1)C(=O)N(C)C[C@@H](OC)[C@H](C)CN(C(=O)c1cccnc1)[C@@H](C)CO2	-0.7
C[C@@H]1CN([C@H](C)CO)C(=O)c2cc(NS(=O)(=O)c3ccc(F)cc3)ccc2O[C@H]1CN(C)Cc1ccccc1	-0.4
COc1cccc(NC(=O)N2CC3(C2)[C@H](c2ccccc2)[C@@H](CO)N3C(C)=O)c1	-2.2
COCCCNC(=O)[C@@]1(CCS(=O)(=O)c2ccccc2)N=C(c2ccc(OCCCO)cc2)O[C@H]1c1ccccc1	-5.3
CCC(=O)N1[C@H](CO)[C@H](c2ccc(-c3cccc(OC)c3)cc2)[C@H]1CNC(C)=O	1.1
C[C@@H]1CN([C@@H](C)CO)C(=O)c2cc(NC(=O)CCCCCC(=O)Nc3ccccc3N)ccc2O[C@H]1CN(C)C(=O)Nc1ccccc1	1.0
C[C@@H]1CN([C@@H](C)CO)C(=O)c2cc(NS(=O)(=O)c3ccc(Cl)cc3)ccc2O[C@@H](C)CCCCO[C@@H]1CN(C)C(=O)Nc1ccc2c(c1)OCO2	-7.4
C[C@@H]1CCCCO[C@@H](CN(C)S(=O)(=O)c2ccc(F)cc2)[C@@H](C)CN([C@@H](C)CO)C(=O)c2cc(NC(=O)NC3CCCCC3)ccc2O1	-0.1
C[C@@H]1CCCCO[C@@H](CN(C)C(=O)Nc2ccccc2)[C@@H](C)CN([C@@H](C)CO)C(=O)c2cc(NS(=O)(=O)c3ccc(Cl)cc3)ccc2O1	1.1
O=C(c1ccccn1)N1CC[C@H]2[C@H](CO)Nc3ccc(-c4ccc(F)cc4)cc3[C@H]21	-0.9
C[C@@H]1CN([C@H](C)CO)C(=O)c2cc(NC(=O)Cc3cn(C)c4ccccc34)ccc2O[C@@H]1CN(C)Cc1ccc2c(c1)OCO2	-1.4
O=C(Nc1ccccc1Cl)N1C[C@@H]2[C@H](c3ccccc31)[C@H](CO)N2Cc1ccccc1	-0.3
SMILES	TcdB GH inh
O=C(C1CC1)N1CCCCN2[C@H](C1)[C@@H](c1ccc(C#CC3CC3)cc1)[C@@H]2CO	0.9
C[C@@H]1CCCCO[C@H](CN(C)C(=O)Nc2ccc3c(c2)OCO3)[C@@H](C)CN([C@H](C)CO)C(=O)c2cc(N(C)C)ccc2O1	-18
CC(C)NC(=O)N(C)C[C@@H]1Oc2cc(-c3cncnc3)ccc2S(=O)(=O)N([C@@H](C)CO)C[C@H]1C	-1.0
O=C(NC[C@H]1N[C@H](CO)[C@@H]1c1ccc(C2=CCCCC2)cc1)c1ccc(F)cc1	0.0
CO[C@H]1CN(C)C(=O)c2cc(NS(C)(=O)=O)ccc2OC[C@@H](C)N(Cc2nccs2)C[C@@H]1C	0.3
COc1ccc(NC(=O)Nc2ccc3c(c2)C(=O)N([C@@H](C)CO)C[C@H](C)[C@H](CN(C)C(=O)Nc2ccc(C(F)(F)F)cc2)O3)cc1	0.1
COc1ccc(S(=O)(=O)N[C@H]2C=C[C@@H](CC(=O)N3CCc4ccccc4C3)O[C@@H]2CO)cc1	0.9
Cc1noc(C)c1S(=O)(=O)Nc1ccc2c(c1)C(=O)N([C@@H](C)CO)C[C@H](C)[C@@H](CN(C)Cc1ccc3c(c1)OCO3)O2	-7.3
O=S(=O)(N[C@H]1CC[C@H](CCn2cc(C3(O)CCCC3)nn2)O[C@H]1CO)c1ccc(F)cc1	0.5
COc1ccc(C#Cc2cnc3c(c2)C(=O)N([C@H](C)CO)C[C@H](C)[C@H](CN(C)S(=O)(=O)c2ccc(C#N)cc2)O3)cc1OC	-1.2
CCCNC(=O)N(C)C[C@H]1Oc2ncc(-c3ccncc3)cc2C(=O)N([C@H](C)CO)C[C@H]1C	-0.7
C[C@@H]1CN([C@H](C)CO)S(=O)(=O)c2ccc(C3=CCCC3)cc2O[C@H]1CN(C)Cc1ccccn1	-4.7
Cc1ccccc1-c1ccc2c(c1)O[C@H](CN(C)Cc1ccc(C(=O)O)cc1)[C@H](C)CN([C@H](C)CO)S2(=O)=O	-2.8
COCC#Cc1cnc2c(c1)C(=O)N([C@H](C)CO)C[C@H](C)[C@H](CN(C)C(=O)C1CCCCC1)O2	1.4
CC(C)C#Cc1ccc([C@@H]2[C@@H](CO)N3C(=O)CN(C(=O)NC4CCCC4)C[C@@H]23)cc1	2.2
CCN1[C@@H]2c3ccc(-c4cccc(F)c4)c(=O)n3C[C@@H]2[C@@H](CO)[C@@H]1C(=O)N[C@H](C)c1ccccc1	0.2
O=C(C[C@H]1CC[C@H]2[C@@H](COC[C@@H](O)CN2Cc2ccccc2)O1)N1CCOCC1	-1.6
CN1C(=O)c2cc(NC(=O)c3ccc(F)c(F)c3)ccc2OC[C@H]2O[C@@H](CC(=O)N3CCCCC3)CC[C@@H]21	0.9
CO[C@@H]1CN(C)C(=O)c2cc(NC(=O)c3nc4ccccc4s3)ccc2OC[C@@H](C)N(Cc2ccccc2)C[C@H]1C	0.3
Cc1noc(C)c1NC(=O)N[C@@H]1CC[C@H](CCNC(=O)C2CCC2)O[C@H]1CO	-0.7
CC(C)C#Cc1ccc2c(c1)O[C@@H](CN(C)CC1CCCC1)[C@H](C)CN([C@H](C)CO)S2(=O)=O	-0.2
O=C(C[C@H]1CC[C@H](NC(=O)Nc2ccc(C(F)(F)F)cc2)[C@@H](CO)O1)NCc1cccc(F)c1	0.3
Cc1noc(C)c1NC(=O)N(C)C[C@@H]1Oc2ccc(NS(=O)(=O)c3ccccc3)cc2CC(=O)N([C@@H](C)CO)C[C@@H]1C	-0.5
CC(C)CC#Cc1cnc2c(c1)C(=O)N([C@@H](C)CO)C[C@H](C)[C@@H](CN(C)Cc1cncnc1)O2	0.9
O=C(C1CC1)N1CCCCN2[C@H](CO)[C@H](c3ccc(C#CC4CCCC4)cc3)[C@H]2C1	0.3
C[C@H]1CN([C@@H](C)CO)C(=O)c2cc(C#CCN(C)C)cnc2O[C@@H]1CN(C)C(=O)Nc1cccc(F)c1	-1.8
C[C@@H]1CN([C@H](C)CO)C(=O)Cc2cc(NC(=O)CCCN(C)C)ccc2O[C@H]1CN(C)Cc1ccc(Oc2ccccc2)cc1	0.3
CN(C)C(=O)c1ccc(-c2ccc([C@@H]3[C@@H](CO)N4CCCCN(C(=O)C5CCC5)C[C@H]34)cc2)cc1	-0.7
COc1cccc(-c2cnc3c(c2)C(=O)N([C@H](C)CO)C[C@H](C)[C@H](CN(C)C(C)=O)O3)c1	-1.0
CN(C)CC#Cc1ccc([C@@H]2[C@H](C#N)N[C@@H]2CO)cc1	2.0
